# Source: PubChem (several laboratories)
# Wnt bcat act – Wnt/beta-catenin pathway activators, primary screen, cell-based, plate reader, single point. Wnt/beta-catenin reporter cell assay, activator. activation, % at 9.35 µM. hit rate 1.2% among 300,000. AID 743398, 2014; in the data active means activation above about 30%, passing the limit was not always enough;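 further: 0% = neutral control wells and 100% = positive control wells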
# RTF Ca sens act – cardiac RTF calcium sensitivity activators, primary screen, biochemical, IANBD-TnC fluorescence, EC20 calcium; Troponin I, cardiac muscle (Homo sapiens) + Troponin T, cardiac muscle (Homo sapiens) + …; IANBD-labeled TnC RTF fluorescence at EC20 calcium; 0% EC20 calcium, 100% full calcium; AID 493008, 2010; hit rate 0.24% among 340,000; activation, % at 7.2 µM;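 active means activation above the mean over all tested compounds plus 3 SD, cut at about 30% in these data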;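 further: rise in fluorescence read as greater calcium sensitivity of cardiac thin filaments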
# Arr AP2 block – inhibitors of beta-arrestin/AP2 binding, primary screen, biochemical, GPCR trafficking, flow cytometry; beta-arrestin 1 C-terminal peptide binding to AP2 beta2-adaptin appendage (human); FITC-arrestin peptide / GST-AP2 beads; AP2 beta2 appendage carries R879A mutation; inhibition, % at 10 µM; hit rate 0.31% among 340,000; AID 504490, 2011;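 active means inhibition above a set limit, near 3 SD of compounds lacking own fluorescence, cut at about 54% in these data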;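 further: plate controls were DMSO wells for no effect and 5 µM unlabelled arrestin peptide for full effect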
#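 Test system: GST-tagged AP2 beta2-adaptin appendage (R879A) on 4 µm glutathione beads; also added: fluorescein-tagged arrestin peptide at 50 nM final; timing: 12 min plus 1 h, RT; signal: flow cytometry, FL1 (488/535 nm); read-out: percent drop in bead-associated FITC signal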
# Keap1 Nrf2 FP – Keap1-Nrf2 protein-protein interaction inhibitors, primary screen, biochemical, fluorescence polarization, single point. Keap1 Kelch-Nrf2 peptide fluorescence polarization, 1536-well. inhibition, % at 9.4 µM. hit rate 0.15% among 340,000; in the data active means inhibition above about 12%;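 further: human Keap1 Kelch domain with fluorescein labeled Nrf2 9mer peptide probe; 0% = neutral control wells and 100% = peptide positive control; higher means more block of Keap1 binding to Nrf2 peptide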
# Target sequence (Q14145 whole entry, looked up, the tested form may be a part): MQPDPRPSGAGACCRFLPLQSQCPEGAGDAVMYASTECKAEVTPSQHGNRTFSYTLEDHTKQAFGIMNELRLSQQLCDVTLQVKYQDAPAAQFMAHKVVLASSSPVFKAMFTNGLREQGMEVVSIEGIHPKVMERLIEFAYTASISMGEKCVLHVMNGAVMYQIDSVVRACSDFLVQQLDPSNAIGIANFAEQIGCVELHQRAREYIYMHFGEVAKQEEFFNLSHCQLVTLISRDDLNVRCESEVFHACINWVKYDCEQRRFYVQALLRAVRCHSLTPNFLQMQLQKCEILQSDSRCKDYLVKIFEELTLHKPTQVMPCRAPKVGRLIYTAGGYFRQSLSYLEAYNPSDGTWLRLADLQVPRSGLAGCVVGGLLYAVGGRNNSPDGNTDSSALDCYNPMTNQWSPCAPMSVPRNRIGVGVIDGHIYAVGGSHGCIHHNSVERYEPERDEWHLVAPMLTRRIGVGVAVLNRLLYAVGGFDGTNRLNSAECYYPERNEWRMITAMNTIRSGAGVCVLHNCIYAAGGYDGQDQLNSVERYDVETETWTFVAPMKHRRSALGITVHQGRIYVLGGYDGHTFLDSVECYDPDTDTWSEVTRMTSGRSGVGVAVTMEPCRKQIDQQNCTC
# MOR-DOR inv ag – inverse agonists of MOR-DOR heterodimerization, primary screen, cell-based, luminescence; cell-based MOR-DOR heterodimer luminescence, inverse agonism; inhibition, % at 9.3 µM; Mu-type opioid receptor (Homo sapiens) + Delta-type opioid receptor (Homo sapiens), …; hit rate 0.21% among 340,000; AID 504357, 2011; in the data active means inhibition above about 22%, passing the limit was not always enough;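 further: 0% = cells with DMSO and 100% = wells without cells with DMSO; values of inactives mirror those of a sister screen read the other way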
# RTF Ca sens inh – cardiac RTF calcium sensitivity inhibitors, primary screen, biochemical, IANBD-TnC fluorescence, EC70 calcium; Troponin I, cardiac muscle (Homo sapiens) + Troponin T, cardiac muscle (Homo sapiens) + …; IANBD-labeled cardiac RTF, Ca2+ fluorescence; inhibition, % at 7.15 µM; hit rate 0.12% among 340,000; AID 493244, 2011;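 active means inhibition above the mean inhibition of all tested compounds plus 3 SD, cut at about 17% in these data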;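 further: assay run at fixed EC70 calcium of 1.6 mM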
# MOR-DOR ag – agonists of OPRM1-OPRD1 heterodimerization, primary screen, cell-based, luminescence; Mu-type opioid receptor (Homo sapiens) + Delta-type opioid receptor (Homo sapiens), …; cells; activation, % at 9.3 µM; hit rate 0.3% among 340,000; AID 504326, 2011; in the data active means activation above about 18%;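 further: 0% = vehicle-treated cells and 100% = reference agonist; values of inactives mirror those of a sister screen read the other way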
# LANA DNA inh – inhibitors of KSHV C-LANA binding to DNA, primary screen, biochemical, fluorescence polarization, FAM-LBS DNA, MBP-C-LANA, single point; Kaposi's sarcoma herpesvirus LANA C-terminal domain (residues 932-1162) DNA binding; inhibition, % at 9 µM; hit rate 0.078% among 340,000; AID 504423, 2011;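 active means highest replicate inhibition at or above 60% at 9 µM, even if other replicates fall short; inactive means all replicates below 60% inhibition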;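 further: 0% = neutral control wells and 100% = 4 µM acridine orange control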
# V-ATPase pHluor – regulators of yeast V-ATPase proton pumping, primary screen, pHLuorin cytosolic pH fluorescence; S. cerevisiae; response, % at 10 µM; hit rate 0.37% among 350,000; AID 504577, 2011; in the data active means response mostly above about 7.3%, no sharp cut-off; inactive means mostly below about 5.4%; further: actives read high; inactives centre near 0; some compounds called inactive have numbers as strong as hits; reference of the scale not given here
# DSG3 Ab inh – inhibitors of pemphigus antibody binding to DSG3, primary screen, biochemical, bead-based, flow cytometry, scFv-GFP | Desmoglein-3 (Homo sapiens), P32926 | hit rate 0.48% among 310,000 | binding (percent of control), % at 10 µM | DSG3-coupled beads, scFv-anti-DSG3-GFP binding; stronger effect = lower value | AID 588358, 2011;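 active means binding more than 3 SD below its plate's average and above zero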; further: some compounds called inactive have numbers as strong as hits
# An asterisk follows results filed as active; / = not tested or not shown; & = joins results of further samples.
no.	Compound	Arr AP2 block	Keap1 Nrf2 FP	V-ATPase pHluor	MOR-DOR inv ag	LANA DNA inh	Wnt bcat act	RTF Ca sens inh	MOR-DOR ag	RTF Ca sens act	DSG3 Ab inh
1	CC(OC(=O)CNS(=O)(=O)c1ccc(C#N)cc1)C(=O)Nc1cccc(C#N)c1 (centres undefined)	3	-1	-3	4	0.9	1	-6	-0.6	-4	100
2	Cc1ccc(C(=O)N2CCN(Cc3ccc4c(c3)OCO4)CC2)cc1[N+](=O)[O-]	24	2	4	2	1.8	-6	0	-0.4	-5	103
3	NC(=O)c1nsc(C(=O)N(c2cccc(F)c2)C(C(=O)NCc2ccccc2)c2ccc(O)cc2)c1N (centres undefined)	11	1	-5	-6	0.5	3	-15	1.0	-1	/
4	CC(OCCN(C)C)C(=O)C12CC3CC(CC(C3)C1)C2 (centres undefined)	5	/	0	/	/	2	/	/	/	108
5	N#C/C(=C\c1ccc(OC(=O)c2cccs2)cc1)c1nc2ccccc2[nH]1	-5	-7	-2	-14	3.3	35*	2	2.2	-2	92
6	Cc1ccc(C(=O)C(=O)c2ccc(C)c(N)c2)cc1N	-2	-1	0	22	0.8	5	3	-4.3	-7	112
7	CC1=CC2C(C(O)CC3(C)C2CC(C)C32OCOC23COCO3)C2(C)C/C(=C\O)C(=O)C=C12 (centres undefined)	21	-5	3	-112	-2.1	-25	-14	26*	1	92
8	CC1(C)CC2c3cccc(C(=O)O)c3C(=O)N2c2c1ccc1ccccc21 (centres undefined)	1	0	-1	4	1.1	/	-16	-0.8	7	104
9	COc1ccc(/C=C2/C(=O)ON=C2C)cc1Br	-15	-3	6	7	1.0	0	-14	-1.2	-3	100
10	CCn1c(=O)c(C(=O)NNC(=O)c2cccc(Cl)c2)c(O)c2ccccc21	-5	-8	4	-100	-0.1	0	-5	18	10	94
11	CCc1cc(C)cc(OCCOc2ccccc2/C=N/NC(C)=O)c1	19	3	3	-2	0.4	-2	3	0.3	-8	125
12	Cc1cccc(-c2ncc(CN3CCN(CCC(C)C)C(CCO)C3)cn2)c1 (centres undefined)	-9	-3	4	-3	2.5	-1	-3	0.5	2	100
13	O=C(CCCN1C(=O)/C(=C/c2cccs2)SC1=S)Nc1cc([N+](=O)[O-])ccc1O	9	2	-4	2	-0.9	-2	-8	-0.4	-3	102
14	CC(NC(=O)c1ccc(C(F)(F)F)cc1)C(c1ccccc1)N1CCOCC1 (centres undefined)	17	1	1	-6	-0.5	-1	-15	0.9	-3	90
15	COC(=O)C1CCN(CC(=O)N(C)c2c(N)n(Cc3ccccc3)c(=O)[nH]c2=O)CC1	2	-1	0	10	1.5	-2	-8	-2.4	0	103
16	Brc1ccccc1OCCOc1cccc2cccnc12	-13	-3	0	4	0.3	15	-7	-0.8	4	95
17	Cn1c(O)c(C2=c3ccccc3=NC2=O)[nH]c1=S	-1	-4	0	-12	0.2	-1	5	2.3	-2	91
18	COc1cc(-c2nnc3sc(C4CCCCC4)nn23)cc(OC)c1OC	10	-2	-2	-6	-1.7	/	8	1.1	8	107
19	CCCNC(=O)c1ccc2c(=O)c(O)c(-c3ccc(F)cc3)[nH]c2c1	-12	-6	-3	-5	-1.2	/	4	1.1	1	103
20	Clc1ncc(CSc2ccccc2)s1	-13	-5	-1	7	0.2	10	1	-1.5	2	/
21	COc1ccc(Br)cc1CN(C)CC(=O)Nc1cc([N+](=O)[O-])ccc1OC	-1	-2	0	8	1.6	4	-4	-1.5	0	85
22	O=C(O)CCNc1cc(N2CCN(C(=O)c3ccco3)CC2)c2noc3c2c1C(=O)c1ccccc1-3	25	-261	1	-30	-16	-2	-9	5.3	139*	88
23	O=C(CCCN1C(=O)/C(=C/c2ccccc2Cl)SC1=S)NNC(=O)c1ccncc1	11	-3	-9	3	1.4	1	-6	-0.6	-1	113
24	NC(=O)C1CCN(c2oc(-c3ccccc3)nc2S(=O)(=O)c2ccc(Br)cc2)CC1	1	-3	-3	18	-1.4	-2	1	-3.2	-2	/
25	O=C(Nc1cc(S(=O)(=O)N2CCCCCC2)ccc1OCC(F)(F)F)C1CCC1	-6	-1	2	-26	1.0	0	-7	4.8	3	/
26	C=CCn1c(-c2cc(OC)c(OC)c(OC)c2)n[nH]c1=S	-1	5	-4	7	-0.6	-1	3	-1.2	1	96
27	CC1(C(=O)Nc2ccc3c(c2)OCCO3)CC1(Cl)Cl (centres undefined)	3	-8	-1	8	0.6	10	-10	-1.6	-1	104
28	CC(C)(C)n1nc2c(c1NC(=O)c1ccc(S(=O)(=O)N3CCCC3)cc1)CS(=O)C2 (centres undefined)	-6	-4	0	12	-0.7	/	1	-2.3	-6	106
29	COC(=O)CCc1c[nH]c2ccc([N+](=O)[O-])cc12	19	3	-1	11	-1.4	-3	3	-2.2	-4	108
30	C=CCn1c(CCC(O)CCCCC)n[nH]c1=S (centres undefined)	7	-3	3	-4	0.3	1	-5	0.6	-4	102
31	COc1cccc(OC)c1C(=O)Nc1nnc(-c2cccs2)s1	-27	-1	-3	17	1.6	4	0	-3.7	1	/
32	CCN(CC(=O)NCc1cccs1)CC(=O)Nc1c(Cl)ccc(C)c1Cl	-2	-1	-3	6	-1.6	1	-5	-1.6	-1	98
33	COc1ccc(CCNC(=O)CSc2nc3sc(C(=O)O)c(C)c3c(=O)[nH]2)cc1OC	8	-1	-3	13	-0.1	0	-5	-2.4	2	104
34	CCOC(=O)C1CCN(S(=O)(=O)c2ccc3[nH]c(=O)ccc3c2)CC1	2	-4	-4	0	0.5	-3	7	-0.1	4	92
35	CC1(C)Cc2cccc(OCC(=O)NCCOc3ccccc3)c2O1	4	-1	2	7	0.9	0	13	-1.3	3	102
36	COC(=O)COc1ccc(C)cc1-n1nc2ccccc2n1	54	1	2	9	-0.1	-2	-7	-1.8	5	115
37	CSCCC(NC(=O)c1occc1C)C(=O)O (centres undefined)	-91	1	-2	6	0.3	/	4	-1.0	2	101
38	Cc1ncc([N+](=O)[O-])n1CC(=O)Nc1ccc2c(c1)OCO2	13	1	-1	4	1.0	-1	-7	-0.6	-5	86
39	Cc1nnc(NC(=O)CSc2nc(N)c(NC(=O)c3cccs3)c(=O)[nH]2)s1	11	-1	0	14	1.1	-1	-10	-2.8	4	101
40	COc1cccc(-c2nnc(N)o2)c1	19	-6	-3	5	-0.6	1	-15	-1.0	1	105
41	CCCOc1ccc(/C=N/NC(=O)C2CC2)c(OCCC)c1	2	-4	-3	-29	-1.4	-4	1	5.5	-3	108
42	Cc1cccc(/C=N/n2c(-c3ccco3)n[nH]c2=S)c1	-8	-3	-4	0	-2.0	3	-3	-0.1	0	/
43	CCCCCC1C(=O)N2C=C(c3ccccc3)c3ccccc3N2C1=O (centres undefined)	9	1	-5	16	-1.3	1	-12	-3.2	-7	/
44	Cc1ccc(CN(C(=O)c2cc(=O)c3cc(C)cc(C)c3o2)C2CCS(=O)(=O)C2)cc1 (centres undefined)	21	/	4	/	/	-2	/	/	/	107
45	COc1ccc(CCN(CC(=O)NC2CCCC2)C(=O)CCC(=O)Nc2cc(C)on2)cc1OC	-1	-1	0	6	1.3	-1	2	-1.1	3	78
46	Cc1nn2c(Nc3ccc(F)cc3)c3c(nc2c1-c1ccccc1)CCC3	4	-1	-1	10	-1.3	/	-11	-1.9	1	84
47	O=C(CSc1ncnc2c1oc1ccccc12)Nc1cccc(C(F)(F)F)c1	3	2	-1	-31	0.8	-7&-2	-5	6.1	4	98
48	Cc1noc(C)c1C(=O)NCc1ccccc1	3	3	3	10	0.5	/	-10	-2.2	1	103
49	CC(=O)Nc1ccc(C(=O)CSc2cc(C)c3cccc(C)c3n2)cc1	3	-2	2	3	-1.4	-1	3	-0.6	-3	123
50	COc1ccc(C(=O)N2CCNC(=O)C2)cc1S(=O)(=O)Nc1ccc(Br)cc1	24	-2	4	12	-1.3	0	0	-3.3	-6	101
51	CCOC(=O)N1CCN(S(=O)(=O)c2cccc3ccc(C)nc23)CC1	5	2	-2	11	0.5	/	-4	-2.1	-2	101
52	Cc1ccc(NC(=O)CSc2ccccc2)cc1S(=O)(=O)N1CCOCC1	-1	0	2	4	0.1	0	-13	-0.7	-2	113
53	CC1CCN(C(=O)COC(=O)Cc2ccc(Br)cc2)CC1	7	-6	3	8	1.3	-2	0	-1.8	1	95
54	Cc1ccc(S(=O)c2snnc2C)cc1 (centres undefined)	0	-1	0	16	-1.0	-2	-7	-3.6	-1	102
55	COc1cc(CC(=O)OCC(=O)NCC(C)C)cc(OC)c1OC	-25	2	-3	2	1.7	0	-2	-0.3	4	99
56	Cc1cc(Cl)ccc1NC(=O)COC(=O)c1nc2nccc(C)n2n1	-16	2	6	5	-0.8	0	-7	-0.9	3	108
57	Cc1ccc(C(=O)Nc2ccccc2SCC2CSc3nc4ccccc4c(=O)n32)cc1 (centres undefined)	-4	2	-1	7	0.8	/	-10	-1.6	-2	102
58	COc1c(C=O)cc2c3c1CCCN3CCC2	26	-4	10	12	-3.0	0	-10	-2.4	6	110
59	Cc1ccccc1NC(=O)C1C2C=CC(C3CC23)C1C(=O)O (centres undefined)	15	1	1	14	-0.5	-2	-2	-2.5	-4	99
60	CN(C)Cc1cc(CN(C)C)c(O)c(CCc2ccccc2)n1	-1	-5	3	15	-0.3	6	7	-2.6	6	100

# (cont.)
no.	Compound	Arr AP2 block	Keap1 Nrf2 FP	V-ATPase pHluor	MOR-DOR inv ag	LANA DNA inh	Wnt bcat act	RTF Ca sens inh	MOR-DOR ag	RTF Ca sens act	DSG3 Ab inh
61	O=C(CCNc1ccc(Cl)cc1)c1cccs1	-8	-4	0	0	-0.1	/	4	0.0	-4	/
62	Cn1c(=O)c2c(nc(CO)n2C)n(C)c1=O	37	-3	3	8	-1.0	-1	2	-1.6	1	98
63	CCCC1=C([O-])C2N=CC=CC2=[N+](c2ccccn2)C1=O (centres undefined)	-5	6	4	10	-0.6	-2	3	-1.8	4	104
64	Cc1oc(C(N)=O)nc1-c1ccccc1	39	-1	0	3	-3.1	-2	5	-0.7	1	/
65	CC(C)(C)N(Cc1ccccc1)C(=O)c1cccs1	9	1	-1	-7	-1.9	-2	-7	1.3	6	92
